GPR55 LPI antagonism = GPR55 antagonists blocking LPI-driven arrestin recruitment, primary screen, imaging, U2OS, beta-arrestin-GFP, LPI agonist (AID 2013); G-protein coupled receptor 55 (Homo sapiens); U2OS GPR55 beta-arrestin-GFP translocation imaging, LPI antagonism; higher % means a stronger effect; one-dose inhibition, % at 10 µM; IC50 in µM for titrated hits; 0.13% of 290,000 active;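 active = spots per cell inhibited over 60%, with over 100 cells counted and total cytoplasm intensity under 500,000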;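 note: U2OS cells stably carrying GPR55 and arrestin-GFP stimulated by 5 µM LPI near EC80; imaged beta-arrestin-GFP aggregate spots per cell after agonist stimulation; plate controls were LPI-stimulated DMSO wells for no effect and DMSO wells without LPI for full effect; some results filed as inactive read as strong as hits; confirmed hits need IC50 under 10 µM and bright autofluorescent wells are also inconclusive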
KOR beta-arrestin-1 = KOR agonists, beta-arrestin recruitment, primary screen, cell-based, luminescence, uHTS (AID 1777) | KOR beta-arrestin recruitment, luminescence; higher % means a stronger effect | activation, % at 10 µM; hits with a dose series show EC50 in µM | 0.02% of 280,000 active; in the data active = activation above about 50%, passing the limit was not always enough; note: a part of the inactive calls stands beside numbers as strong as those of hits
NOD1 NF-kB reporter = NOD1 signaling inhibitors, primary screen, cell-based, luminescence, uHTS (AID 1578); NOD1-driven NF-kB luciferase reporter cells, luminescence; higher % means a stronger effect; inhibition, % at 4 µM, or EC50 in µM where a hit was titrated; 1% of 290,000 active; in the data active = inhibition mostly above about 36%, no sharp cut-off; inactive = mostly below about 34%;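 note: HEK-293T reporter cells stimulated with the NOD1 agonist gamma-tri-DAP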
HIV fusion peptide = inhibitors of HIV fusion peptide binding, primary screen, biochemical, uHTS, fluorescence dequenching (AID 1986); cell-free peptide binding, fluorescence dequenching, 30 min; higher % means a stronger effect; 0.3% of 290,000 active; inhibition, % at 20 µM; hits with a dose series show IC50 in µM; in the data active = inhibition mostly above about 52%, no sharp cut-off; inactive = mostly below about 76%; note: some results filed as inactive read as strong as hits
GPR55 beta-arrestin = GPR55 agonists via beta-arrestin recruitment, primary screen, imaging, U2OS cells, beta-arrestin-GFP redistribution (AID 1961); G-protein coupled receptor 55 (Homo sapiens); U2OS GPR55 beta-arrestin-GFP redistribution imaging; higher % means a stronger effect; activation, % at 10 µM, or EC50 in µM where a hit was titrated; 0.048% of 290,000 active;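 active = activation above 40% with more than 50 cells counted in the well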;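 note: U2OS osteosarcoma cells stably expressing GPR55 and beta-arrestin-GFP; plate controls were DMSO negative control for no effect and LPI positive control for full effect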
NS5 inhibitors = Dengue-2 NS5 methyltransferase inhibitors, primary screen, biochemical, confirmation dose response (AID 588689). Genome polyprotein (Dengue virus type 2 (strain 16681-PDK53)). Dengue-2 NS5 methyltransferase capping enzyme assay, biochemical; higher % means a stronger effect. inhibition, % at 25 µM; hits with a dose series show IC50 in µM. 0.3% of 340,000 active; in the data active = a potency from the dose series
KOR beta-arrestin-2 = KOR antagonists, beta-arrestin recruitment, cell-based, luminescence, uHTS (AID 1778) | Kappa-type opioid receptor (Homo sapiens) | KOR beta-arrestin recruitment, luminescence, antagonist mode; higher % means a stronger effect | inhibition, % at 10 µM, or IC50 in µM where a hit was titrated | 0.091% of 290,000 active; in the data active = inhibition above about 50%; note: strong numbers were not always called active
West Nile virus CPE = West Nile virus antiviral activity, cell-based, CPE readout (AID 1621) | West Nile virus-infected cells, CPE inhibition; higher % means a stronger effect | CPE inhibition, % at 10 µM, or IC50 in µM where a hit was titrated | 0.02% of 290,000 active; in the data active = a potency from the dose series; note: strong numbers were not always called active
GPR35 arrestin U2OS = GPR35 antagonists blocking zaprinast-driven arrestin recruitment, primary screen, imaging, U2OS, beta-arrestin-GFP, zaprinast agonist (AID 2058); U2OS GPR35 beta-arrestin-GFP translocation imaging, zaprinast antagonism; higher % means a stronger effect; one-dose inhibition, % at 10 µM; IC50 in µM for titrated hits; 0.052% of 290,000 active; G-protein coupled receptor 35 (Homo sapiens);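 active = inhibition of at least 50% with at least 30 cells and total cytoplasm GFP at most 10,000,000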
Numbers without * were called inactive; [ ] = dose if it differs, or a comment.

Results for O=C(NCCCl)C1Cc2c(ccc3ccccc23)O1 (centres undefined) ?
GPR55 LPI antagonism: -5%; KOR beta-arrestin-1: 1.4%; NOD1 NF-kB reporter: -17%; HIV fusion peptide: 2.6%; GPR55 beta-arrestin: 0.2%; NS5 inhibitors: -8%; KOR beta-arrestin-2: -3%[20 µM]; West Nile virus CPE: 0.0%; GPR35 arrestin U2OS: 0%

Results for CCOC(=O)CC(=O)CSc1nc2c(c(-c3cccs3)c1C#N)CCC2 ?
GPR55 LPI antagonism: 4%; KOR beta-arrestin-1: 7.0%; NOD1 NF-kB reporter: -45%; HIV fusion peptide: 14%; GPR55 beta-arrestin: -0.3%; NS5 inhibitors: -9%; KOR beta-arrestin-2: -3%; West Nile virus CPE: -0.3%; GPR35 arrestin U2OS: -4%

How did O=C(CSc1nnc(NC(=O)c2cccc(F)c2)s1)NCc1ccco1 do in these assays?
GPR55 LPI antagonism: 9%; KOR beta-arrestin-1: -3.3%; NOD1 NF-kB reporter: -12%; HIV fusion peptide: 0.4%; GPR55 beta-arrestin: 0.6%; NS5 inhibitors: -3%; KOR beta-arrestin-2: 12%; West Nile virus CPE: -0.1%; GPR35 arrestin U2OS: 0%

What do the screens show for `CCC1(C)Cc2ccccc2/C(=C/C(=O)N2CCCCC2)N1` (centres undefined)?
GPR55 LPI antagonism: 20%; KOR beta-arrestin-1: -4.7%; NOD1 NF-kB reporter: 1%; HIV fusion peptide: 1.7%; GPR55 beta-arrestin: -0.1%; NS5 inhibitors: -5%; KOR beta-arrestin-2: 9%; West Nile virus CPE: 0.4%; GPR35 arrestin U2OS: 6%

How did CCCCc1nc(NCC2CCCO2)c(C#N)c2c1COC(C)(C)C2 (centres undefined) do in these assays?
GPR55 LPI antagonism: 5%; KOR beta-arrestin-1: -1.4%; NOD1 NF-kB reporter: 30%; HIV fusion peptide: -1.1%; GPR55 beta-arrestin: 0.3%; NS5 inhibitors: -2%; KOR beta-arrestin-2: -31%; West Nile virus CPE: -0.7%; GPR35 arrestin U2OS: 11%

How did CCC(C)(C)n1nnnc1CN1CCN(c2ccc(OC)cc2)CC1 do in these assays?
GPR55 LPI antagonism: 3%; KOR beta-arrestin-1: 3.1%; NOD1 NF-kB reporter: -35%; HIV fusion peptide: 0.2%; GPR55 beta-arrestin: 1.0%; NS5 inhibitors: -2%; KOR beta-arrestin-2: -38%; West Nile virus CPE: 0.6%; GPR35 arrestin U2OS: -2%

How did COc1ccc(N2C(=O)[C@@H]3[C@H](C2=O)[C@H](C(C)=O)N2c4ccccc4C=C[C@@H]32)cc1 do in these assays?
GPR55 LPI antagonism: 18%; KOR beta-arrestin-1: -3.6%; NOD1 NF-kB reporter: -4%; HIV fusion peptide: 8.0%; GPR55 beta-arrestin: -0.1%; NS5 inhibitors: -15%; KOR beta-arrestin-2: 6%; West Nile virus CPE: -0.6%; GPR35 arrestin U2OS: 11%

How did O=C1CC(c2ccc(F)cc2)Cc2nc(N3CCOCC3)ncc21 (centres undefined) do in these assays?
GPR55 LPI antagonism: 0%; KOR beta-arrestin-1: -6.3%; NOD1 NF-kB reporter: -11%; HIV fusion peptide: -1.4%; GPR55 beta-arrestin: -0.1%; NS5 inhibitors: -3%; KOR beta-arrestin-2: -25%; West Nile virus CPE: 0.0%; GPR35 arrestin U2OS: -5%

Results for Cc1cc(-n2c(C)cc(C(=O)CN3C(=O)NC4(CCCCC4C)C3=O)c2C)no1 (centres undefined) ?
GPR55 LPI antagonism: -6%; KOR beta-arrestin-1: 10%; NOD1 NF-kB reporter: 5%; HIV fusion peptide: 0.7%; GPR55 beta-arrestin: 0.6%; NS5 inhibitors: -9%; KOR beta-arrestin-2: 27%; West Nile virus CPE: -0.5%; GPR35 arrestin U2OS: 4%

How did CC(=O)Nc1ccc(NC(=O)CSc2ncnc3sc(C)c(C)c23)cc1 do in these assays?
GPR55 LPI antagonism: -4%; KOR beta-arrestin-1: -2.8%; NOD1 NF-kB reporter: 11%; HIV fusion peptide: 1.6%; GPR55 beta-arrestin: 0.0%; NS5 inhibitors: 9%; KOR beta-arrestin-2: -21%; West Nile virus CPE: -0.3%; GPR35 arrestin U2OS: -17%

What do the screens show for `Cc1ccc2c(c1)N(S(=O)(=O)c1cc(-c3onc(C)c3C)ccc1C)CCO2`?
GPR55 LPI antagonism: -28%; KOR beta-arrestin-1: 4.5%; NOD1 NF-kB reporter: 30%; HIV fusion peptide: -0.2%; GPR55 beta-arrestin: -0.2%; NS5 inhibitors: 7%; KOR beta-arrestin-2: -43%; West Nile virus CPE: -1.2%; GPR35 arrestin U2OS: 8%

Results for O=C(NCC1CCCCC1)c1ccc([N+](=O)[O-])cc1 ?
GPR55 LPI antagonism: 5%; KOR beta-arrestin-1: -5.2%; NOD1 NF-kB reporter: 4%; HIV fusion peptide: 0.3%; GPR55 beta-arrestin: 0.3%; NS5 inhibitors: 3%; KOR beta-arrestin-2: -4%[20 µM]; West Nile virus CPE: -0.4%; GPR35 arrestin U2OS: 3%

How did CC1CCCCN1Cc1ccc(N(C)C)cc1 (centres undefined) do in these assays?
GPR55 LPI antagonism: 14%; KOR beta-arrestin-1: 3.8%; NOD1 NF-kB reporter: -7%; HIV fusion peptide: 7.8%; GPR55 beta-arrestin: -0.3%; NS5 inhibitors: -7%; KOR beta-arrestin-2: -4%; West Nile virus CPE: -0.6%; GPR35 arrestin U2OS: 10%

How did C#CCONC(=O)c1cc(OCC(F)(F)F)ccc1OCC(F)(F)F do in these assays?
GPR55 LPI antagonism: 14%; KOR beta-arrestin-1: -2.8%; NOD1 NF-kB reporter: 23%; HIV fusion peptide: 3.0%; GPR55 beta-arrestin: -0.1%; NS5 inhibitors: -1%; KOR beta-arrestin-2: -12%; West Nile virus CPE: 0.1%; GPR35 arrestin U2OS: -2%

What do the screens show for `CCN(CC(=O)NCc1ccc(F)cc1)C(=O)C1CC1C` (centres undefined)?
GPR55 LPI antagonism: -5%; KOR beta-arrestin-1: 5.0%; NOD1 NF-kB reporter: -19%; HIV fusion peptide: -0.8%; GPR55 beta-arrestin: 0.0%; NS5 inhibitors: 1%; KOR beta-arrestin-2: -72%; West Nile virus CPE: 0.2%; GPR35 arrestin U2OS: 8%

Results for CC(=O)c1cccc(NC(=O)Nc2c(C)nn(C)c2C)c1 ?
GPR55 LPI antagonism: 8%; KOR beta-arrestin-1: 2.1%; NOD1 NF-kB reporter: -26%; HIV fusion peptide: 1.3%; GPR55 beta-arrestin: 1.2%; NS5 inhibitors: -2%; KOR beta-arrestin-2: -10%; West Nile virus CPE: -0.1%; GPR35 arrestin U2OS: -7%

Results for O=C(Cc1ccc(Nc2nc3ccc(Br)cc3[nH]2)cc1)NCCc1cccs1 ?
GPR55 LPI antagonism: -10%; KOR beta-arrestin-1: 2.7%; NOD1 NF-kB reporter: 6%; HIV fusion peptide: -2.1%; GPR55 beta-arrestin: 0.9%; NS5 inhibitors: -14%; KOR beta-arrestin-2: 15%; West Nile virus CPE: 1.0%; GPR35 arrestin U2OS: 2%

Results for CCOc1ccc(S(=O)(=O)N(CC(=O)O)c2ccccc2)cc1 ?
GPR55 LPI antagonism: 16%; KOR beta-arrestin-1: -0.8%; NOD1 NF-kB reporter: 12%; HIV fusion peptide: -1.5%; GPR55 beta-arrestin: -0.2%; NS5 inhibitors: -7%; West Nile virus CPE: -0.2%; GPR35 arrestin U2OS: 6%

Results for Cn1cc(Cl)c(C(=O)NC(=S)Nc2sc3c(c2C#N)CCCCC3)n1 ?
GPR55 LPI antagonism: -3%; KOR beta-arrestin-1: -0.4%; NOD1 NF-kB reporter: 8%; HIV fusion peptide: 2.1%; GPR55 beta-arrestin: -0.1%; NS5 inhibitors: 6%; KOR beta-arrestin-2: 4%; West Nile virus CPE: -0.1%; GPR35 arrestin U2OS: -13%

What do the screens show for `CN(C(=O)C1CCN(S(=O)(=O)c2cccc3nonc23)CC1)C1CCCCC1`?
GPR55 LPI antagonism: -18%; KOR beta-arrestin-1: 21%; NOD1 NF-kB reporter: 33%; HIV fusion peptide: -0.6%; GPR55 beta-arrestin: 0.3%; NS5 inhibitors: 4%; KOR beta-arrestin-2: -11%; West Nile virus CPE: 0.4%; GPR35 arrestin U2OS: -1%

What do the screens show for `O=C(CCc1nc2ccccc2s1)NC1CCOC1=O` (centres undefined)?
GPR55 LPI antagonism: -21%; KOR beta-arrestin-1: 5.0%; NOD1 NF-kB reporter: -10%; HIV fusion peptide: -1.3%; GPR55 beta-arrestin: -0.2%; NS5 inhibitors: 1%; KOR beta-arrestin-2: 37%; West Nile virus CPE: -0.4%; GPR35 arrestin U2OS: 1%

Results for O=C1CCN(Cc2ccccc2)S(=O)(=O)c2ccccc21 ?
GPR55 LPI antagonism: 1%; KOR beta-arrestin-1: -1.6%; NOD1 NF-kB reporter: -10%; HIV fusion peptide: 0.0%; GPR55 beta-arrestin: 0.0%; NS5 inhibitors: 5%; KOR beta-arrestin-2: 16%; West Nile virus CPE: -0.4%; GPR35 arrestin U2OS: -8%

Results for CCn1c(COc2ccccc2)nnc1SCC(=O)NC1CC1 ?
GPR55 LPI antagonism: 18%; KOR beta-arrestin-1: 8.7%; NOD1 NF-kB reporter: 3%; HIV fusion peptide: 0.6%; GPR55 beta-arrestin: 0.0%; NS5 inhibitors: -6%; KOR beta-arrestin-2: 13%; West Nile virus CPE: -0.1%; GPR35 arrestin U2OS: 1%

What do the screens show for `COCc1ccc(CN2CCCC(C(=O)Nc3ccc(-c4cscn4)cc3)C2)o1` (centres undefined)?
GPR55 LPI antagonism: 22%; KOR beta-arrestin-1: -4.9%; NOD1 NF-kB reporter: -28%; HIV fusion peptide: 0.7%; GPR55 beta-arrestin: -0.2%; NS5 inhibitors: -4%; KOR beta-arrestin-2: -48%; West Nile virus CPE: 0.1%; GPR35 arrestin U2OS: 0%

What do the screens show for `Clc1ccc(-c2noc(CCCOc3ccccc3)n2)cc1`?
GPR55 LPI antagonism: -16%; KOR beta-arrestin-1: -1.9%; NOD1 NF-kB reporter: 13%; HIV fusion peptide: -0.9%; GPR55 beta-arrestin: -0.2%; NS5 inhibitors: -3%; KOR beta-arrestin-2: -4%; West Nile virus CPE: 0.3%; GPR35 arrestin U2OS: -14%

Screening results deposited in PubChem BioAssay by several laboratories.

These rows are one share of the data; the hit share may differ from the screen's.
